Growth percent in the NCI-60 one-dose screen (48 h, 10 µM unless noted): 100 = growth as untreated, 0 = no growth, -100 = all killed.
SK-MEL-28 = SK-MEL-28 melanoma | 4.1% of 81,000 active | AID 1794761
M14 = M14 melanoma; 6.2% of 80,000 active; AID 1794745
SK-MEL-2 = SK-MEL-2 melanoma; 4.7% of 77,000 active
MDA-MB-435 = MDA-MB-435 melanoma; 7.8% of 82,000 active; AID 1794794
A549/ATCC = A549/ATCC NSCLC; AID 1794740; 3.7% of 81,000 active
UACC-62 = UACC-62 melanoma; 5.4% of 81,000 active
UACC-257 = UACC-257 melanoma; 4.4% of 78,000 active
SK-MEL-5 = SK-MEL-5 melanoma; 6.4% of 80,000 active
* = called active by the depositor; . = not tested or not shown; & = joins results of further samples; [ ] = remark or other dose. The calls were made as follows: active = growth percent below 10; inactive = the rest. Not a hit list. About 11% of those tested had a hit in this group.

SMILES	SK-MEL-28	M14	SK-MEL-2	MDA-MB-435	A549/ATCC	UACC-62	UACC-257	SK-MEL-5
O=C1CCNC(=O)N1	104.6	104.2	99.0	106.3	103.6	104.5	103.2	101.3
CN(C)c1ccc(N=Nc2ccccc2C(=O)O)cc1	75.7	84.5&91.2	82.1	89.9&89.3	34.1&57.0	81.7&79.3	39.2&67.5	61.9&88.3
CC(C)(C)OC(=O)NCc1ccc(NC(=S)Oc2ccccc2)cc1	86.5	76.7	84.7	86.5	87.9	73.7	77.5	92.5
N#C/C(=C\c1ccc(Cl)c([N+](=O)[O-])c1)C(N)=O	94.9	93.6	106.2	103.1	97.5	90.6	94.3	100.1
Cc1ccc(NCc2nnc(-c3ccc(Cl)cc3)o2)cc1	114.9	101.4	105.5	108.3	104.1	96.0	106.8	99.1
COC(=O)c1cc(-c2ccc(S(C)(=O)=O)cc2)[nH]c1N/N=C/c1c(Cl)cccc1Cl	28.2	-8.7*	-18.8*	-69.7*	25.2	58.0	60.3	25.7
CC(C)c1ccc(/C=N\N(C)C)cc1	108.2	103.3	99.1	105.1	79.4	90.1	87.9	97.4
NS(=O)(=O)c1cccc(Nc2nc(SCC(=O)c3ccc(-c4ccccc4)cc3)nc3ccccc23)c1	109.2	104.2	112.4	109.6	96.7	100.9	114.7	95.0
CCOC(=O)/C(C#N)=C/c1ccccc1Br	115.0	99.1	102.0	109.6	102.7	103.4	108.2	98.7
CCCn1c2cc(OCc3cn(-c4ccc(Cl)cc4)nn3)ccc2c2ccnc(C)c21	92.3	76.4	87.0	101.5	70.8	74.9	61.0	70.6
COc1c(B(O)O)cccc1-c1nc2ccc3[nH]ncc3c2c2c1CCCC2	.	58.1	33.7	38.4	8.0*	26.6	34.0	42.3
COc1ccc(-c2cc(-c3cccn3C)c(C#N)c(=O)n2S(=O)(=O)c2ccc(C)cc2)cc1OC	124.9	109.2	103.0	95.2	106.4	91.5	112.3	.
O=C1C=CN2CC=CCC2C1[C@H](O)c1ccc(Br)cc1 (stereo not given in full)	106.8	96.2	105.2	104.3	97.0	108.3	98.6	101.1
OCCN1CCN(CCO)CC1	106.2&104.4&33.7	102.6&91.1&101.6	115.0&97.3&104.4	115.4&99.8&112.7	115.3&73.0&89.5	109.1&92.6&99.5	117.2	114.7&92.0&102.5
O=C(Nc1ccc(-n2cc(-c3ccncc3)c(-c3ccc(O)c(Cl)c3)n2)cc1)Nc1ccc(Cl)c(Cl)c1	88.8	69.1	.	87.9	84.9	91.9	104.5	90.5
COc1ccccc1C(=O)Nc1nn(C)c2nc(C)c(Cl)c(C)c12	88.7	87.7	.	68.3	85.6	72.3	87.6	85.9
O=c1[nH]c(CN/N=C/c2ccc(Cl)cc2)nc2ccccc12	106.1	95.2	88.6	99.2	92.8	95.4	95.4	98.8
O=C(CCCCC[P+](c1ccccc1)(c1ccccc1)c1ccccc1)NC(COC(=O)C(Cl)Cl)(COC(=O)C(Cl)Cl)COC(=O)C(Cl)Cl	108.3	101.5	100.1	101.8	96.5	98.0	97.5	92.4
CCOC(=O)c1cc(C(=O)c2ccc(OC)c(OC)c2)n2nc(-c3ccc(Cl)cc3)ccc12	89.6	86.9	94.7	99.5	76.8	96.9	86.2	91.3
C(=C\c1ccccn1)/c1ccccn1	105.9	120.6	130.2	119.8	109.1	100.1	119.4	93.9
O=C(N/N=C\c1ccccc1Cl)C(=O)N/N=C\c1ccccc1Cl	102.4	102.4	123.6	111.6	112.6	105.2	119.9	107.9
C[n+]1c2ccccc2c(Nc2ccc(N3CCCCC3)cc2)c2[nH]c3ccccc3c21	-98.9*	-97.3*	-97.9*	-96.4*	-88.0*	-97.8*	-98.7*	-98.3*
O=S(=O)(c1cc(Cl)ccc1O)c1cc(Cl)ccc1O	87.5	75.8	64.0	93.4	81.3	31.1	35.1	53.5
O=C(N/N=C\c1ccc(O)cc1)N/N=C/c1ccc(O)cc1	118.2	102.1	97.1	106.7	91.2	94.4	90.6	100.9
O=C(Nc1ccc(Cl)cc1)Sc1nnc2c(n1)[nH]c1ccccc12	114.7	95.8	110.0	100.1	103.4	88.3	97.6	94.5

Some of the entries so far, as a markdown table.
| Structure | SK-MEL-28 | M14 | SK-MEL-2 | MDA-MB-435 | A549/ATCC | UACC-62 | UACC-257 | SK-MEL-5 |
| --- | --- | --- | --- | --- | --- | --- | --- | --- |
| O=C(CCCCC[P+](c1ccccc1)(c1ccccc1)c1ccccc1)NC(COC(=O)C(Cl)Cl)(COC(=O)C(Cl)Cl)COC(=O)C(Cl)Cl | 108.3 | 101.5 | 100.1 | 101.8 | 96.5 | 98.0 | 97.5 | 92.4 |
| COc1ccc(-c2cc(-c3cccn3C)c(C#N)c(=O)n2S(=O)(=O)c2ccc(C)cc2)cc1OC | 124.9 | 109.2 | 103.0 | 95.2 | 106.4 | 91.5 | 112.3 | . |
| O=C1CCNC(=O)N1 | 104.6 | 104.2 | 99.0 | 106.3 | 103.6 | 104.5 | 103.2 | 101.3 |
| COc1c(B(O)O)cccc1-c1nc2ccc3[nH]ncc3c2c2c1CCCC2 | . | 58.1 | 33.7 | 38.4 | 8.0* | 26.6 | 34.0 | 42.3 |
| C(=C\c1ccccn1)/c1ccccn1 | 105.9 | 120.6 | 130.2 | 119.8 | 109.1 | 100.1 | 119.4 | 93.9 |
| COc1ccccc1C(=O)Nc1nn(C)c2nc(C)c(Cl)c(C)c12 | 88.7 | 87.7 | . | 68.3 | 85.6 | 72.3 | 87.6 | 85.9 |

A different layout for part of the listing above.
Results follow in this order: SK-MEL-28 | M14 | SK-MEL-2 | MDA-MB-435 | A549/ATCC | UACC-62 | UACC-257 | SK-MEL-5
O=C(N/N=C\c1ccccc1Cl)C(=O)N/N=C\c1ccccc1Cl
    102.4 | 102.4 | 123.6 | 111.6 | 112.6 | 105.2 | 119.9 | 107.9
C[n+]1c2ccccc2c(Nc2ccc(N3CCCCC3)cc2)c2[nH]c3ccccc3c21
    -98.9* | -97.3* | -97.9* | -96.4* | -88.0* | -97.8* | -98.7* | -98.3*

(listing goes on)
SMILES	SK-MEL-28	M14	SK-MEL-2	MDA-MB-435	A549/ATCC	UACC-62	UACC-257	SK-MEL-5
CCCN1C2CCC1/C(=C\c1ccc(C)cc1)C1=C2[C@@H](c2ccc(C)cc2)C(C#N)=C(N)O1 (stereo not given in full)	91.1	99.5	105.5	100.2	91.7	78.7	92.2	98.9
COc1cc(/C=C/c2cc(/C=C/c3ccc(O)c(OC)c3)n(C(=O)Nc3ccc(F)cc3)n2)ccc1O	16.7	2.7*	-27.1*	-2.3*	12.0	2.0*	13.7	-8.4*
CC(=O)CC(=O)N(C)C	105.5	107.2	105.9	98.2	101.0	88.8	99.3	93.7
Cn1ncc2c(Sc3ccc(Cl)cc3)ncnc21	101.8	103.0	-13.3*	92.3	93.1	87.9	103.1	90.1
Cc1ccc(S(=O)(=O)Nc2ccc(Cl)cc2C(=O)NO)cc1	108.4	104.4	103.6	107.3	112.1	98.0	120.3	99.8
CC(C)Cc1ccc(C(C)C(=O)NCc2ccc(Cn3c(=O)sn(-c4ccc(Cl)cc4)c3=O)cc2)cc1 (stereo not given)	77.0	84.7	107.3	84.8	75.4	66.4	81.1	94.1
O=C1C=CC(c2ccccc2)(c2ccccc2)CC1	105.1	101.3	110.5	111.5	103.6	104.8	102.5	101.3
CC(C)CC(C(=O)O)n1c(O)c(C=C2N=c3ccccc3=N2)sc1=S (stereo not given)	110.5	101.1	108.8	101.6	104.1	92.1	104.0	97.8
Nc1ccc(-c2csc(N/N=C/c3nc4ccccc4n3C3CC3)n2)cc1	95.9	60.9	102.1	16.4	97.2	84.2	89.2	99.4
CC(=O)CC(=O)Nc1ccccc1C	122.6	.	106.3	108.4	97.1	99.1	108.3	106.7
COc1ccc([C@@H]2[C@@H](Cl)C(=O)N2c2cc(OC)c(OC)c(OC)c2)cc1C	70.7	11.7	.	-33.7*	23.6	35.3	80.7	-13.8*
CCC(C)(C(=O)O)C1CCCCC1 (stereo not given)	113.3	101.7	109.1	100.6	98.3	105.6	104.2	104.7
COc1ccc2[nH]c3c(c(=O)c2c1)CCCC3	106.1	106.5	.	94.1	95.8	99.1	.	99.1
COC(=O)C(C)(C)C1Oc2ccc(C)cc2C(=O)/C1=C\O (stereo not given)	104.4	103.9	111.6	107.2	95.2	107.8	106.3	98.9
CC(C)CC(NC(=O)OCc1ccccc1)(C(=O)O)C(=O)O	107.2	93.1	104.9	99.1	77.8	97.0	84.9	102.0
COc1ccc2nc3cc(Cl)ccc3c(N3CCN(c4ccnc(Nc5ccc(F)cc5)n4)CC3)c2c1	104.1	101.5	.	74.5	79.5	77.4	104.7	.
CC(=O)Oc1cc(O)c2c(=O)c(OC(C)=O)c(-c3ccc(OC(C)=O)c(OC(C)=O)c3)oc2c1	85.0	49.4	92.2	55.8	64.5	62.5	83.1	69.2
O=C(CN1C(=O)S/C(=C\c2ccc(Cl)cc2)C1=O)Nc1ncc(Cc2ccc(Cl)cc2)s1	104.1	95.5	107.6	95.2	91.9	88.2	103.8	99.8
O=C1Nc2ccc(C(=O)O)c(O)c2C1=O	111.3	107.0	103.3	106.2	96.9	100.9	116.9	103.8
Cc1ccc(-c2nc(S(=O)(=O)c3ccc(C)cc3)c(S(=O)(=O)c3ccc(C)cc3)o2)cc1	106.0	100.3	108.0	108.1	98.4	97.8	97.3	94.5
O=C1NC(c2ccccc2)(c2ccccc2)C(=O)N1CCCN1C(=O)c2ccccc2C1=O	103.5	99.7	102.7	104.0	91.1	91.6	96.3	99.0
CCOC(=O)C[C@@H]1C(=O)N2CC[C@@]3(C(=O)Nc4ccccc43)[C@@H]2C[C@@H]1C(=O)OCC	107.7	94.8	107.1	104.9	101.1	99.1	104.1	102.6
CCOC(=O)C(C#N)=C(c1ccccc1)c1ccccc1	102.8	97.1	98.1	113.0	96.4	87.7	94.5	100.6
CS(=O)(=O)c1cccc(-c2c(-c3cccc(OCc4ccc(F)cc4)c3)nc3sccn23)c1	92.5	85.7	80.7	65.7	65.8	47.9	91.1	79.0
COC(=O)CC1CC1c1ccc2ccccc2c1 (stereo not given)	98.0	.	107.0	104.8	100.7	92.0	109.6	98.1
The list continues:
SMILES	SK-MEL-28	M14	SK-MEL-2	MDA-MB-435	A549/ATCC	UACC-62	UACC-257	SK-MEL-5
O=c1[nH]c2ccc(Cl)cc2[nH]1	118.5	107.2	89.0	105.3	95.6	102.9	97.0	98.7
COc1cccc(-c2nc3sccn3c2-c2ccnc(NCCNS(=O)(=O)c3ccc(Br)cc3)c2)c1	103.6	83.7	84.5	78.0	68.9	62.2	93.7	51.9
Cc1cccc[n+]1C	124.0&115.5	103.1&99.7	118.2	94.7&108.3	104.5&98.0	90.6&88.9	115.7&97.9	98.3&96.6
Cc1cc(=O)n(C(C)c2ccccc2)n1C(C)c1ccccc1 (stereo not given)	99.2	122.2	112.7	105.3	100.0	87.2	107.7	88.4
Clc1ccc2c(N/N=C/c3c[nH]c4ccccc34)ccnc2c1	-92.7*	-89.3*	-82.2*	-92.9*	-24.3*	-61.7*	-91.8*	-98.4*
COc1ccc(C(O)CN2CCCCC2)c2c1CCCC2 (stereo not given)	96.7	76.9	103.9	91.3	97.0	87.8	107.3	94.1
Cc1nc2ccc(Nc3nc(NCCN4CCOCC4)nc(N4CCOCC4)n3)cc2n1Cc1ccccc1	102.1	109.7	.	104.6	97.4	101.1	115.2	87.0
COc1ccc(CCN2C(=O)CCSC2=S)cc1OC	98.2	104.9	102.3	96.2	97.6	94.6	96.6	94.6
O=C(O)c1cc2cccc(S(=O)(=O)O)c2cc1O	109.4	106.3	108.5	106.1	92.5	104.1	89.1	104.4
Cc1ccc(S(=O)(=O)NCCNc2cc(-c3cn(C(C)(C)C)nc3-c3cccc(O)c3)ccn2)cc1	57.7	86.9	84.3	78.1	70.6	77.0	79.2	30.9
COc1ccc(CN(C)c2nc3ccccc3s2)cc1	108.6	92.4	95.3	90.5	91.5	76.5	78.7	78.3
Cn1cc(C(c2coc3cc(F)ccc3c2=O)c2cn(C)c3ccccc23)c2ccccc21	105.3	.	105.3	115.2	107.7	97.9	106.5	.
COC(=O)/C=C/C(=O)OC	111.0	105.8	106.8	101.2	93.2	122.7	101.9	104.9
c1coc(CNc2cc(Nc3ccc(OCCN4CCCC4)cc3)ncn2)c1	115.4	106.4	100.9	102.8	89.8	95.3	90.2	86.5
N#C/C(=C\c1ccco1)c1ccc([N+](=O)[O-])cc1	107.3	104.3	117.1	104.8	101.7	110.0	102.1	107.7
Cn1ncc2c(c1=O)-n1nc(CN3CCCC3)cc1-c1ccccc1O2	111.3	93.0	111.4	106.6	93.6	86.8	93.2	90.3
NCCC1CCCS1 (stereo not given)	110.8	92.4	96.7	102.3	109.1	103.4	109.1	106.0
COc1cc(NC(C)CN(CC(C)C)CC(C)C)c2ncccc2c1Cl (stereo not given)	98.1	101.9	105.1	104.6	94.1	83.2	95.1	107.8
O=C(Cc1ccccc1Nc1c(Cl)cccc1Cl)NN1C(=O)/C(=C/N2N=C(c3ccc4ccccc4c3)CC2c2ccc(Cl)cc2)SC1=S (stereo not given)	104.4	95.4	103.0	93.3	84.9	93.6	81.8	96.5
CCn1cnc2c(=O)[nH]c(N)nc21	117.7	101.8	101.5	111.1	81.7	99.3	83.8	97.6
COc1c(B(O)O)cccc1-c1cc(C)c2c(ccc3[nH]ncc32)n1	115.8	130.7	116.1	92.0	75.1	98.8	126.2	88.9
CC1(c2ccncc2)OCCO1	110.5	103.9	106.4	99.7	100.2	116.1	107.8	106.7
NC(N)=N/N=C/c1cccc([N+](=O)[O-])c1	109.4	97.3	106.4	105.7	100.5	94.6	101.3	95.5
CCC1(C)N=C(N)Nc2nc3cc(C)c(C)cc3n21 (stereo not given)	128.0	105.4	99.9	104.3	85.7	93.8	85.6	107.4
FC(F)c1ncc(-c2ccc(C(F)(F)F)cc2)c(NC2CCCCCC2)n1	82.9[50 µM]	49.7[50 µM]	54.8[50 µM]	50.5[50 µM]	48.7[50 µM]	67.0[50 µM]	43.2[50 µM]	60.5[50 µM]
CCOC(=O)C1=C(C)C(Cl)=N/C1=C\c1[nH]c(Cl)c(C)c1C(=O)OCC	122.4	87.1	108.6	103.2	78.0	97.4	91.4	96.8
